# HRas wt GTP: human HRas wildtype GTP binding, change in either direction; P01112; GST-Ras wt beads, Bodipy-FL-GTP binding, flow cytometry; actives lie on both sides; GTP binding activity, % at 10 µM; 190,000 tested, 0.14% active; AID 759;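 active means GTP binding activity at least 20% away from the 100% baseline, either lowered as inhibitor or raised as activator; inconclusive means flagged as likely green fluorescent, judged across all proteins in the well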;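 further: 0% = unlabeled GTP competition control and 100% = no-compound control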
# Target sequence (P01112 whole entry, looked up): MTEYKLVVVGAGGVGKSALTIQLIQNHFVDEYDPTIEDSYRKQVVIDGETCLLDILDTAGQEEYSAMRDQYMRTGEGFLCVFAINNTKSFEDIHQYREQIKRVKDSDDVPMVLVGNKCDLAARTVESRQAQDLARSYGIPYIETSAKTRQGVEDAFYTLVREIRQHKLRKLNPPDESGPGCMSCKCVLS
# Rac1 mut GTP: human Rac1 activated mutant GTP binding change | 190,000 tested, 0.11% active | GST-Rac1 activated beads, fluorescent GTP binding, flow cytometry; actives lie on both sides; 100% means binding = to untreated wells | P63000 | percent activity (GTP binding), % at 10 µM;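 active means GTP binding at least 20 percentage points away from the 100% baseline, in either direction, so actives lie on both sides; inconclusive means Compound likely fluorescent itself, or too few beads counted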
# Rab2 wt GTP: changes GTP binding to wildtype dog Rab2A, up or down; P61105; GST-Rab2 wt beads, Bodipy-GTP binding, flow cytometry; GTP binding activity, % at 10 µM; 190,000 tested, 0.19% active; AID 760;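 active means GTP binding activity at least 20 points away from 100%, either lowered or raised; inconclusive means signal likely due to the compound's own green fluorescence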;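 further: 0% = beads with excess unlabeled GTP and 100% = no-compound control corrected for plate trend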
# Pf gamet viab: kills late stage P. falciparum gametocytes; P. falciparum stage V gametocytes, ATP luminescence, 24 h; 150,000 tested, 0.065% active; inhibition, % at 10.9 µM; AID 743093;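 active means inhibition above the mean plus 3 SD of compounds within the control limits, set per campaign, cut at about 38% in these data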;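 further: 0% = DMSO wells and 100% = medium only without gametocytes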
# Mcl1-Noxa inh: disrupts binding of human Mcl-1 to Noxa peptide. AID 1022. Q07820. 220,000 tested, 1.5% active. inhibition, % at 21.7 µM. TR-FRET Mcl-1/Noxa peptide binding, 2 h;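 active means compounds that cut the protein-peptide binding signal by more than 50% relative to plate controls in a single-dose test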;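 further: His-tagged Mcl-1 with rhodamine Noxa BH3 peptide and terbium anti-His antibody; 0% = Mcl-1 plus Noxa peptide wells and 100% = peptide-only wells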
# Target sequence (Q07820 whole entry, looked up): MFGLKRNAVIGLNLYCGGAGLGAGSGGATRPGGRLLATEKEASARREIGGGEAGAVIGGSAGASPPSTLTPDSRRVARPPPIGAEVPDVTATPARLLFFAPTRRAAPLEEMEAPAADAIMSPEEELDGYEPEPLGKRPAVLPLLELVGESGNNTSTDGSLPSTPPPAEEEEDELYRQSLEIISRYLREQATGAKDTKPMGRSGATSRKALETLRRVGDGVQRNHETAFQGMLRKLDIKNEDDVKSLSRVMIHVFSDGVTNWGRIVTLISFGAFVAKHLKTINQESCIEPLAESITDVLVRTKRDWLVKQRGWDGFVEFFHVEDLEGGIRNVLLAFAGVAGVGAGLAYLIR
# Rab7 wt modul: dog Rab7 wildtype GTP binding, inhibitors and activators. AID 758. 190,000 tested, 0.055% active. GTP binding activity (percent of control), % at 10 µM. GST-Rab7 beads, fluorescent GTP binding, flow cytometry; actives lie on both sides; untreated = 100%, excess cold GTP = 0%;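 active means fluorescent GTP binding to Rab7 beads changed by at least 20 points from the 100% baseline, either direction, mostly lower; inconclusive means compound itself probably fluorescent, or too few beads counted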;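 further: median green fluorescence of bound Bodipy-FL-GTP per Rab7 bead population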
# Cdc42 wt GTP: human Cdc42 wildtype GTP binding change, either direction; P60953; GST-Cdc42 beads, Bodipy-GTP binding, flow cytometry; actives lie on both sides; percent activity (GTP binding), % at 10 µM; 190,000 tested, 0.2% active; AID 761;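 active means percent activity GTP binding at least 20 points away from the 100% baseline, either down as inhibitor or up as activator; inconclusive means compound flagged as likely green fluorescent from well-wide comparison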;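 further: median bead fluorescence of bound Bodipy-FL-GTP at 100 nM; 0% = excess unlabeled GTP control and 100% = no compound control; below 100% means less GTP binding so inhibitor and above means activator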
# Target sequence (P60953 whole entry, looked up): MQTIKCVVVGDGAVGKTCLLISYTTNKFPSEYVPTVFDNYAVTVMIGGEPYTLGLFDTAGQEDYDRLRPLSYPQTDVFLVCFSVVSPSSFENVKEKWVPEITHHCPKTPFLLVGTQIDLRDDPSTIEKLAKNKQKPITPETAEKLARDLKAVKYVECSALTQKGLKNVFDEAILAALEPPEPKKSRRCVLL
# Rac1 wt modul: modulators of human Rac1 wildtype GTP binding; GST-Rac1 beads, fluorescent GTP binding, flow cytometry; actives lie on both sides; 0 = cold GTP competed, 100 = untreated; AID 757; 190,000 tested, 0.27% active; GTP binding activity (% of control), % at 10 µM; P63000;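 active means GTP binding activity at least 20 points away from the 100% control level, either lower or higher; inconclusive means compound flagged as likely green fluorescent, judged across all proteins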
# Mcl1-Bid inh: disrupts binding of human Mcl-1 to Bid peptide; TR-FRET Mcl-1/Bid-Dy647 peptide binding, 1536-well; inhibition, % at 21.7 µM; 220,000 tested, 0.97% active;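 active means compounds that cut the binding signal by more than half at the single screening dose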;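 further: His-tagged Mcl-1 with europium anti-His antibody binding Bid BH3 peptide; 0% = Mcl-1 plus peptide wells and 100% = peptide-only wells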
# GSH fluor: GSH bead compound fluorescence profile; fluorescence (KMESF) at 10 µM; 190,000 tested, 0.25% active; GSH beads flow cytometry, compound fluorescence 488/530 nm; stronger effect = higher value; in the data active means fluorescence above about 89;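 further: glutathione beads carrying GST-tagged Bcl family fusion proteins plus one bare bead set; values are compound well signal with DMSO vehicle wells as background; inactives centre near 16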
# Avidin bead fluor: compound fluoresces at 488/530 nm on avidin beads. fluorescence (KMESF) at 10 µM. 220,000 tested, 0.38% active. AID 1775. compound fluorescence 488/530 nm, flow cytometry; stronger effect = higher value; in the data active means fluorescence above about 47; further: inactives centre near 10
# Active calls of the source: *; ? = inconclusive; / = no result given.
entry	molecule	HRas wt GTP	Rac1 mut GTP	Rab2 wt GTP	Pf gamet viab	Mcl1-Noxa inh	Rab7 wt modul
1	O=C(O)/C=C\C(=O)Nc1ccccc1C(=O)N1CCN(c2ccc(Cl)cc2)CC1	100	97	102	/	6	100
2	CC(C)Cc1cc(-c2ccco2)c(C#N)c(N)n1	98	98	98	/	0	96
3	CC(=O)c1cnn(-c2nc3c(C)cccc3s2)c1C	102	101	97	/	-4	97
4	Cc1ccc(-c2c(C#N)c(N)n3c(nc4ccccc43)c2C#N)cc1	102	98	102	2	28	103
5	CCCCC(=O)Nc1cccc(NC(=S)NC(C)=O)c1	99	100	100	4	8	98
6	C#CCOCCOCCOCCNc1nc(N2CCN(C(=O)[C@H](CCC(=O)O)n3cc(C(N)CO)nn3)CC2)nc(N2CCN(C(=O)[C@H](Cc3cc4ccccc4[nH]3)n3cc(C(N)[C@H](C)CC)nn3)CC2)n1 (some centres undefined)	97	95	95	/	29	95
7	CCC(CC)C(=O)OCC(=O)Nc1cccc([N+](=O)[O-])c1	96	95	99	14	-7	99
8	Cc1ccc(OCC(=O)NCCO)cc1C	96	96	96	-40	1	98
9	O=C(Oc1cccc(-n2cnnn2)c1)c1ccco1	?	?	?	5	14	?
10	CN(CC1CCOCC1)C(=O)CC1C(=O)NCCN1C/C=C/c1ccccc1 (centres undefined)	98	97	99	-6	-1	103

entry	Cdc42 wt GTP	Rac1 wt modul	Mcl1-Bid inh	GSH fluor	Avidin bead fluor
1	101	99	-42	23	14
2	98	99	-16	6	10
3	102	105	-5	19	6
4	100	109	13	37	9
5	103	101	-42	16	6
6	96	98	37	19	6
7	97	99	-20	9	10
8	97	94	0	55	10
9	?	?	-5	63	6
10	99	98	-38	16	2

entry	molecule	HRas wt GTP	Rac1 mut GTP	Rab2 wt GTP	Pf gamet viab	Mcl1-Noxa inh	Rab7 wt modul
11	Cc1ccc(C(=O)NCc2nnc(SCC(=O)Nc3sc4c(c3C#N)CCCC4)n2C)cc1	101	99	99	/	-2	100
12	COc1ccc(S(=O)(=O)N2CCC(C(=O)N3CCc4ccccc4C3)CC2)cc1OC	98	98	98	/	12	101
13	CCCCN=C1NC(=O)C(CC(=O)Nc2ccc(Cl)cc2)S1 (centres undefined)	100	100	103	/	-11	97
14	COc1ccc(NC(=O)c2ccc(OC)cc2)cc1	101	97	99	/	5	96
15	COc1ccc(S(=O)(=O)NCC2CCCN(C(=O)c3cccs3)C2)cc1 (centres undefined)	100	96	100	-9	8	104
16	C/C(=N\NC(=O)c1ccccc1F)c1ccc2c(c1)Nc1ccccc1S2	99	99	99	-1	62*	98
17	O=C(NCc1ccccc1)C(=O)NCC(c1ccco1)N1CCOCC1 (centres undefined)	100	99	99	/	-6	101
18	O=C(O)c1cn[nH]c1-n1cnnn1	100	98	98	7	12	99
19	COCCN1C(=O)CC(NNC(=O)c2ccc(S(=O)(=O)N3CCCC3)cc2)C1=O (centres undefined)	99	97	98	11	-17	97
20	CS(=O)(=O)N(CC(=O)NCc1ccccc1)Cc1ccc(Cl)cc1	99	94	98	12	3	102

entry	Cdc42 wt GTP	Rac1 wt modul	Mcl1-Bid inh	GSH fluor	Avidin bead fluor
11	100	109	7	31	13
12	96	102	-7	15	23
13	101	97	-25	20	10
14	99	99	3	9	14
15	99	99	-19	25	9
16	103	101	-12	12	13
17	104	103	-13	12	11
18	99	103	13	35	15
19	98	98	-40	27	8
20	96	103	-11	23	11

entry	molecule	HRas wt GTP	Rac1 mut GTP	Rab2 wt GTP	Pf gamet viab	Mcl1-Noxa inh	Rab7 wt modul
21	COc1ccc(C(=O)Nc2cccnc2)cc1OC	100	99	102	/	-26	97
22	CC(C)(Oc1ccc(Cl)cc1)C(=O)N(Cc1ccccc1)c1ccccn1	98	97	96	1	12	98
23	Cc1ccc2[nH]c(=O)c3cc(C(=O)N(C)Cc4ccco4)sc3c2c1	99	101	98	/	13	97
24	Cc1ccc(NC(=O)COc2ccc(/C=N/NC(=O)CSCc3ccccc3)cc2)cc1	91	89	90	/	23	91
25	Cc1ccc(C2CC(C(F)F)n3ncc(C(=O)Nc4c(C)nn(Cc5c(F)cccc5Cl)c4C)c3N2)cc1 (centres undefined)	95	93	95	34	18	95
26	CC(OC(=O)c1cccs1)C(=O)NCc1ccccc1 (centres undefined)	98	101	100	15	7	101
27	C/C(=N/OC(=O)c1c(F)cccc1F)c1nccs1	95	96	94	-1	-10	95
28	Cc1cc(NC(=O)c2noc3c2CCc2ccccc2-3)n(-c2ccccc2)n1	103	101	103	/	2	104
29	Cc1ccccc1CSCc1ccc(C(=O)NCCCN2CCOCC2)o1	95	97	96	-1	16	93
30	O=C(NC1CC1)C1CCN(C2CCN(C(=O)Cc3ccc4c(c3)OCO4)CC2)CC1	96	97	98	-22	-8	100

entry	Cdc42 wt GTP	Rac1 wt modul	Mcl1-Bid inh	GSH fluor	Avidin bead fluor
21	99	101	-1	18	/
22	99	105	-4	9	15
23	101	106	-20	18	8
24	90	85	-5	23	16
25	96	98	5	23	6
26	97	97	2	8	18
27	95	95	-6	16	14
28	104	109	-20	18	21
29	95	98	-29	20	8
30	101	101	-3	12	16

entry	molecule	HRas wt GTP	Rac1 mut GTP	Rab2 wt GTP	Pf gamet viab	Mcl1-Noxa inh	Rab7 wt modul
31	CCC(C)(C)NC(=O)CN(Cc1ccccc1Cl)C(=O)CCC(=O)Nc1cc(C)ccn1	100	96	97	0	-1	102
32	COc1ccc(S(=O)(=O)N(C)C)cc1NC(=O)COC(=O)CC1CCCC1	97	96	96	/	24	98
33	Cn1c(=O)c2c(nc(NCc3ccccc3)n2C)n(C)c1=O	98	97	97	/	25	98
34	COc1ccc(CNC(=O)CCCn2c(SCC#N)nc3cc4c(cc3c2=O)OCO4)cc1	102	96	100	12	1	102
35	CN(C)C(=O)COC(=O)[C@H](Cc1ccccc1)NC(=O)c1ccco1	102	99	100	/	12	101
36	CCNC(=S)NNC(=O)c1ccc(=O)n(Cc2ccccc2)c1	100	98	102	6	18	106
37	CCOC(=O)N1CCC(n2c(SCC(=O)N3CCC(C)CC3)nc3ccccc3c2=O)CC1	95	95	93	-21	2	94
38	CCOc1ccc(S(=O)(=O)NCc2ccccc2)cc1C(N)=O	94	95	97	-9	14	100
39	O=C(CNC(=O)c1ccccc1)NCC(=O)OCC(=O)c1ccc(F)cc1	101	98	98	-9	19	101
40	C/C(=N\N=C(N)N)c1cc(Cl)ccc1Cl	97	94	98	17	7	95

entry	Cdc42 wt GTP	Rac1 wt modul	Mcl1-Bid inh	GSH fluor	Avidin bead fluor
31	96	99	-11	17	11
32	95	98	-6	74	11
33	100	98	-56	24	8
34	102	98	-7	14	34
35	101	101	-3	18	53*
36	98	96	-37	17	10
37	97	95	-10	11	37
38	96	96	-15	15	10
39	103	103	17	14	4
40	97	100	-8	16	10

entry	molecule	HRas wt GTP	Rac1 mut GTP	Rab2 wt GTP	Pf gamet viab	Mcl1-Noxa inh	Rab7 wt modul
41	COC(=O)c1ccc(C(NC(=O)c2cccnc2)NC(=O)c2cccnc2)cc1	100	94	103	-26	5	103
42	O=C(Cn1cc(C(=O)c2ccco2)c2ccccc21)NCc1ccco1	94	93	92	/	6	94
43	CC1CCN(C(=O)C2CCN(S(=O)(=O)c3cccc4nonc34)CC2)CC1	106	99	102	/	2	101
44	CCC(=O)Nc1c(OC(=O)CC)ccc2c(C)cc(=O)oc12	101	99	101	/	-1	101
45	Cc1ccc(C(=O)C(O)C(c2ccc(C)cc2)N2CCCCC2)cc1 (centres undefined)	99	95	99	10	-9	104
46	CCOc1ccc(NC(=O)C2CC(=O)N3CCCN=C3S2)cc1 (centres undefined)	100	98	99	/	/	97
47	CCOC(=O)C1=C(C)NC(=O)C(C#N)C1c1ccco1 (centres undefined)	99	99	98	/	6	94
48	C/C(=N\NC(=O)Cc1c(C)[nH][nH]c1=O)c1ccc2ccccc2c1	98	98	100	7	23	98
49	O=S(=O)(c1ccc(N2CCCC2c2nc3ccccc3s2)nc1)N1CCOCC1 (centres undefined)	102	99	102	/	18	99
50	CCOC(=O)/C=C/C(=O)Nc1cccc([N+](=O)[O-])c1	99	99	99	/	66*	100

entry	Cdc42 wt GTP	Rac1 wt modul	Mcl1-Bid inh	GSH fluor	Avidin bead fluor
41	99	98	-14	16	9
42	97	103	-7	14	25
43	106	102	-16	24	14
44	104	105	-14	15	21
45	97	98	-17	11	10
46	102	101	-17	35	10
47	100	99	-37	4	8
48	104	102	-68	15	13
49	103	102	9	15	36
50	102	103	-8	10	4

entry	molecule	HRas wt GTP	Rac1 mut GTP	Rab2 wt GTP	Pf gamet viab	Mcl1-Noxa inh	Rab7 wt modul
51	CCOC(=O)NC1(C(F)(F)F)NC(=O)N(c2ccc(F)cc2)C1=O (centres undefined)	97	102	96	/	-4	95
52	CC1(C)CC(=O)C(CC2=C(O)CC(C)(C)CC2=O)C(=O)C1	97	96	97	-8	3	93
53	CN(C(=O)Nc1ccc(Cl)c(Cl)c1)c1ccccc1C(=O)O	95	94	96	-3	8	98
54	CCN(CC)C(=O)COc1ccc(/C=C(\C#N)S(=O)(=O)c2ccccc2)cc1OC	95	97	97	12	-2	97
55	CC1=NN(c2ccccc2)C(=O)/C1=C/c1cc2cc(C)ccc2nc1N1CCCCC1	94	94	94	/	/	95
56	O=C(CC1C(=O)NCCN1Cc1cccc(Oc2ccccc2)c1)NCCCn1cccn1 (centres undefined)	97	97	98	-18	-12	95
57	O=C(N/N=C/c1ccc(-c2ccc(S(=O)(=O)Nc3ncccn3)cc2)o1)c1cc2ccccc2cc1O	96	93	95	/	106*	97

entry	Cdc42 wt GTP	Rac1 wt modul	Mcl1-Bid inh	GSH fluor	Avidin bead fluor
51	100	97	2	7	1
52	99	100	-29	15	2
53	98	99	1	10	6
54	97	98	-19	10	12
55	94	91	-34	20	10
56	98	100	-34	14	6
57	96	97	51*	28	50*

# Screens as filed in PubChem.

# Rows were taken by chance; about 3% have a hit in one of these screens.
